Screening data deposited in PubChem by National Center for Advancing Translational Sciences (NCATS).
GCN5L2 inh: GCN5L2 (KAT2A) acetyltransferase inhibition. Q92830. GCN5L2 HAT assay, ThioGlo1 CoA-SH fluorescence. Potency, µM (titrated, usually from 58.9 µM), for inactives: at the highest dose activity change, negative = inhibition, most hits filed as inhibitors. 0.21% of 390,000 active. AID 504327; active = well fitted inhibition curve with a large enough effect; inconclusive = small, poorly fitted or top-dose-only effect, or another doubt; inactive = no such curve, though single readings can be large or run the other way
Target sequence (Q92830 whole entry, looked up): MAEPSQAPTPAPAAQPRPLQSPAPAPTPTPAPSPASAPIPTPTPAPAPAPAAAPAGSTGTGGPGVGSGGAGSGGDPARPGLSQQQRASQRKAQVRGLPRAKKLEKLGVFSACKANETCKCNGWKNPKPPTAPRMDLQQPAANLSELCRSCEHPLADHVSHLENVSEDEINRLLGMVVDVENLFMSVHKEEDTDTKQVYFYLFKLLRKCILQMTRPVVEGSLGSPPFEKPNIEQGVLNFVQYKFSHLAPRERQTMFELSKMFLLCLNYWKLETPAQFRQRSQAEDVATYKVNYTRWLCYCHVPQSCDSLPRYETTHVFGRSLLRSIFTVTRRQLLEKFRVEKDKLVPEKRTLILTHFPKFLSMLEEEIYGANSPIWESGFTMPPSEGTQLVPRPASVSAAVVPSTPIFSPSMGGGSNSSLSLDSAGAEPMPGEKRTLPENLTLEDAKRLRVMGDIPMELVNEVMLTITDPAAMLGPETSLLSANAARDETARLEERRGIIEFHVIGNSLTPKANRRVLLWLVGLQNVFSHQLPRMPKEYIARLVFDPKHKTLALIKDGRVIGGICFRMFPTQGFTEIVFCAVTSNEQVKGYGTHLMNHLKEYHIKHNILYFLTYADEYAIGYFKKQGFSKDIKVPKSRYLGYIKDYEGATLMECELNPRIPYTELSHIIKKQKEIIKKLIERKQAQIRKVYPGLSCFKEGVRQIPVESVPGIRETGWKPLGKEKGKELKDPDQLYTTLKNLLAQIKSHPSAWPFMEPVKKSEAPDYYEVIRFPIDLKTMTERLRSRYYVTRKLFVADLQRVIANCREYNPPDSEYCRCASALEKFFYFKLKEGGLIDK
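Preincubate 20nM GCN5L2 with compound 15 min, RT → add 50uM ThioGlo1 + 75uM H3(1-25) + 70uM acetyl-CoA → read fluorescence 0 and 20 min. Primary qHTS; fluorescent artifacts likely.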
Numbers without * were called inactive; ? = inconclusive; & = joins results of further samples; [ ] = another dose, or the depositor's remark. % is set by controls: 0 for no effect and ±100 for the full control effect; potency is the fitted concentration of half-maximal effect. Some of the compounds tested (hit frequency here may not be typical).

SMILES	GCN5L2 inh
Cc1ccc(S(=O)(=O)N2CCN(c3nc(C)nc4sc(C)c(C)c34)CC2)cc1	-2%
CCOc1ccc(CCNC(=O)CSc2nnnn2-c2ccc(C)cc2C)cc1OCC	-8%
O=C(Nc1nc(-c2ccccn2)cs1)c1ccc(S(=O)(=O)N2CCCCC2)cc1	-23%
CCS(=O)(=O)C1=NN2C(=N)/C(=C\c3ccc(OC(=O)c4ccco4)c(Br)c3)C(=O)N=C2S1	-24%
Cn1c2cc(B(O)O)sc2c2cnn(Cc3ccc(F)cc3F)c(=O)c21	-6%
COc1ccc(NC(=O)C2CCN(S(=O)(=O)c3ccc4c(c3)CCCC(=O)N4)CC2)c(OC)c1	30%[activator]
COc1ccc(S(=O)(=O)Oc2ccccc2C(=S)N2CCOCC2)cc1	-9%
COc1ccc(OCC(=O)N2CCN(C(=O)c3cccc(OC)c3OC)CC2)cc1	-2%
O=C(O)c1cc(-c2cc(C(=O)O)c3ccccc3n2)nc2ccccc12	-2%
c1ccc(CCCOCCC2CO2)cc1 (stereo unspecified)	0%
Cc1ccnc(SCCn2c(N3CCN(C)CC3)nc3c2c(=O)[nH]c(=O)n3C)n1	0%
COc1ccc(S(=O)(=O)NCCc2sc(-c3ccccc3)nc2C)cc1F	-17%
Cc1nc(NC2=NCN(Cc3cccnc3)CN2)nc2c(C)cccc12	-12%
CC(NC(=O)c1cc(Br)ccc1Br)c1ccccc1 (stereo unspecified)	2%
O=C(Nc1ccc(F)c([N+](=O)[O-])c1)c1ccc2c(c1)C(=O)OC2=O	?

14 structures already listed, sorted by formula weight, descending:
SMILES	GCN5L2 inh
CCS(=O)(=O)C1=NN2C(=N)/C(=C\c3ccc(OC(=O)c4ccco4)c(Br)c3)C(=O)N=C2S1	-24%
COc1ccc(NC(=O)C2CCN(S(=O)(=O)c3ccc4c(c3)CCCC(=O)N4)CC2)c(OC)c1	30%[activator]
CCOc1ccc(CCNC(=O)CSc2nnnn2-c2ccc(C)cc2C)cc1OCC	-8%
O=C(Nc1nc(-c2ccccn2)cs1)c1ccc(S(=O)(=O)N2CCCCC2)cc1	-23%
Cc1ccnc(SCCn2c(N3CCN(C)CC3)nc3c2c(=O)[nH]c(=O)n3C)n1	0%
COc1ccc(OCC(=O)N2CCN(C(=O)c3cccc(OC)c3OC)CC2)cc1	-2%
COc1ccc(S(=O)(=O)NCCc2sc(-c3ccccc3)nc2C)cc1F	-17%
COc1ccc(S(=O)(=O)Oc2ccccc2C(=S)N2CCOCC2)cc1	-9%
CC(NC(=O)c1cc(Br)ccc1Br)c1ccccc1 (stereo unspecified)	2%
Cn1c2cc(B(O)O)sc2c2cnn(Cc3ccc(F)cc3F)c(=O)c21	-6%
Cc1nc(NC2=NCN(Cc3cccnc3)CN2)nc2c(C)cccc12	-12%
O=C(O)c1cc(-c2cc(C(=O)O)c3ccccc3n2)nc2ccccc12	-2%
O=C(Nc1ccc(F)c([N+](=O)[O-])c1)c1ccc2c(c1)C(=O)OC2=O	?
c1ccc(CCCOCCC2CO2)cc1 (stereo unspecified)	0%

Going on with the list:
SMILES	GCN5L2 inh
Nc1c(S(=O)(=O)c2cccc(Cl)c2)c2nc3ccccc3nc2n1/N=C/c1ccc(O)c(O)c1	-13%
CC(C)C[C@H](NC(=O)[C@H](Cc1ccccc1)NC(=O)[C@H](Cc1ccccc1)NC(=O)[C@@H](N)CO)C(=O)N[C@@H](CCCN=C(N)N)C(=O)N[C@@H](CC(N)=O)C(=O)O	54%[activator]
CCc1nc(SCC(=O)Nc2c(C)nn(C)c2C)c2cnn(-c3ccccc3)c2n1	-4%
CCOc1ccccc1NC(=O)c1c(NC(=O)CNCc2ccco2)sc2c1CCC2	-1%
CCOC(=O)Cn1c(=O)n(CC2CCCO2)c2nc(-c3ccccc3)nc(C(N)=O)c21 (stereo unspecified)	3%
CCCn1c(=O)c2[nH]c(-c3ccc(OCC(=O)NCCN)cc3)nc2n(CCC)c1=O	-6%
Cc1ccc2nc3c(cc(C#N)c(=O)n3CCN3CCOCC3)c(=O)n2c1	-1%
Cc1ccc(NC(=O)CN(c2ccccc2)S(=O)(=O)N(C)C)cc1Cl	1%
Cc1cccc(NC(=O)C2CC(=O)NC(Nc3nc4ccccc4s3)=N2)c1 (stereo unspecified)	-1%
Cc1c(C)c2c(c(C)c1O)CCC(C)(COc1ccc(Cc3sc(=O)[nH]c3O)cc1)O2 (stereo unspecified)	-38%
CSc1ccc(CCNC(=O)CN2C(=O)COc3ccc(S(=O)(=O)N4CCCCCC4)cc32)cc1	-5%
Cc1ccc(C(=O)Nc2cc(Cl)ccc2OC(=O)c2ccc(C)cc2)cc1	-2%
Cc1ccc(C(=O)NNC(=O)CSc2nnc(-c3ccncc3)n2-c2ccc(C)cc2)cc1	-6%
CC(C)(C)c1ccc(/C=N/NC(=S)Nc2cccnc2)cc1	-2%
O=C(O)CCC(=O)N1CCCC1C(=O)O (stereo unspecified)	-5%
Cc1ccc(-c2nc3c(c(=O)[nH]c(=O)n3Cc3ccccc3)n2C)s1	-7%
COc1ccc(-n2nnc3c(SCC(=O)Nc4ccc5c(c4)OCCO5)ncnc32)cc1	0%
Clc1ccc(-c2c[n+](Cc3ccc(Cl)c(Cl)c3)c3n2CCC3)cc1	0%
COC(=O)C[C@](O)(CCCC(C)(C)O)C(=O)O[C@@H]1C(OC)=C[C@]23CCCN2CCc2cc4c(cc2[C@H]13)OCO4	0%
CCCCCCCCCC[Si](C)(C)CCC(=O)NC(Cc1ccc(C)cc1)c1ccccc1 (stereo unspecified)	-4%
N=C1C(c2nc3ccccc3[nH]2)=C(O)CN1NC(=O)COc1cccc(F)c1	-1%
O=C(NCCOc1cccnc1)c1ccc(OC2CCN(Cc3ccccn3)CC2)cc1	0%
CCCCCCn1c(=O)c(-c2nc3ccccc3c(=O)[nH]2)c(O)c2ccccc21	-4%
CC(C)n1cnc2c(NCc3ccccc3)nc(NCCCO)nc21	46%[activator]
CCOC(=O)c1c(C)oc2ccc(N(C(=O)c3ccncc3)S(=O)(=O)c3ccc(F)cc3)cc12	-13%
CCCCCCCCCCCCCCCC(=O)NCC(COP(=O)([O-])OCC[N+](C)(C)C)OCC (stereo unspecified)	1%
COc1ccccc1/C=N/NC(=O)C1=NNC(c2ccccc2)(c2ccccc2)C1	-4%
Clc1cccc(-c2cc3nc4c(c(N5CCNCC5)n3n2)CCCC4)c1	-8%
COC(=O)[C@@H]1CC[C@H](C)[C@@H](c2ccc(C)cc2)N1C(=O)c1ccc(/C=N/OCC[C@@H]2C=C[C@H](OC(C)=O)[C@@H](COC(C)=O)O2)cc1	-7%
COC1C(O)C(CO)OC1n1cnc2c(NC3CCCCC3)ncnc21 (stereo unspecified)	-13%
CCOC(=O)c1c(NC(=O)/C=C/c2ccc3c(c2)OCO3)sc(C)c1C	4%
CN1CCN(CC(O)c2ccccc2)CC1 (stereo unspecified)	-16%
CCC(=O)NC(c1cc(Cl)c2cccnc2c1O)C1CC1 (stereo unspecified)	2%&-6%
c1ccc(-n2ncc3c(N4CCN(c5ccccn5)CC4)nc(N4CCOCC4)nc32)cc1	-5%
COc1ccc(Nc2cc(O)c3ncccc3c2)cc1	-12%
O=C(C1=C(O)C(=O)N(CCCN2CCOCC2)C1c1ccncc1)c1cc2ccccc2o1 (stereo unspecified)	4%
COc1cccc(Nc2ccc(N3CCCCC3)cc2)c1OC	-5%
CCOC(=O)Cn1c(=O)n(-c2cccc(Cl)c2)c2nc(-c3ccccc3Cl)nc(C(N)=O)c21	-3%
Nc1nc2[nH]c(=O)cnc2c(=O)[nH]1	-6%
COc1ccc(CCNC(=O)CCS(=O)(=O)c2cc3c(cc2Cl)NC(=O)CO3)cc1OC	-3%
Cc1ccc2c(c1)C1CCCC3C1N2CC(=O)N3Cc1ccccc1 (stereo unspecified)	-10%
Cc1ccc(NC(=O)Cc2ccccc2)c(C)c1	-4%
Cc1ccc(Cl)cc1NS(=O)(=O)c1ccc2c(c1)NC(=O)CCS2	0%
O=C(/C=C/c1ccc(/C=C/C(=O)Nc2ccc(C3=NCCN3)cc2)cc1)Nc1ccc(C2=NCCN2)cc1	?
COCCN1C(=O)C(=O)/C(=C(/O)c2ccc(S(=O)(=O)N3CCOCC3)cc2)C1c1ccc(C(C)C)cc1 (stereo unspecified)	-9%
CCCC(=O)N(c1ccc2oc3c(c2c1)CCCC3)S(=O)(=O)c1cc(C)ccc1C	-14%
O=S(=O)(c1cccc(S(=O)(=O)N2CCC(N3CCCCC3)CC2)c1)N1CCOCC1	-2%
CC1(C)CC(=O)C2=C(C1)O[C@@]1(c3ccsc3)Cc3cc(C#N)ccc3C2O1	-16%[12.7 µM]
O=C(Nc1ccc(O)c(-c2nc3ccccc3o2)c1)c1cccs1	?
COc1cccc(/C=C2\SC(=S)N(NS(=O)(=O)c3ccc(C)cc3)C2=O)c1OC	-7%
O=C(CSc1ccc2nnc(-c3ccncc3)n2n1)N1CCc2ccccc21	-3%
CCCC(=O)OC1(C(=O)CO)CCC2C3CCC4=CC(=O)CCC4(C)C3C(O)CC21C (stereo unspecified)	-26%
CCCn1c(C)cc(C(=O)CSc2nnc3n(CCC)c(=O)c4ccccc4n23)c1C	3%
NOCc1ccccc1	0%
COc1ccc(OC)c(N/C(=N\c2nc(C)cc(C)n2)NC(=O)c2ccco2)c1	-7%
COC(=O)c1cc2c([nH]c3ccccc32)c(C)n1	-3%
CN1CCc2cc(O)c(O)cc2C1Cc1ccc(O)c(O)c1 (stereo unspecified)	0%
Cc1ccccc1C1C2=C(Nc3[nH]n(-c4ccccc4)c(=O)c31)c1ccccc1C2=O (stereo unspecified)	-3%
Cn1c2cc(B(O)O)sc2c2cnn(Cc3ccccc3F)c(=O)c21	-2%
CC(=O)C1C(=O)c2c(cccc2[N+](=O)[O-])C1=Nc1ccccc1C (stereo unspecified)	-6%

(listing goes on)
SMILES	GCN5L2 inh
CCOC(=O)c1ccc2c(c1)nc(COc1ccccc1C#N)n2CC	0%
CN1CCc2c(sc(NC(=O)c3ccc4ccccc4c3)c2C(N)=O)C1	-2%
CCOC(=O)c1cnc2cc(F)c(F)cc2c1N1CCN(C)CC1	-5%
Cc1cc2c(cc1S(=O)(=O)CCC(=O)N1CCN(c3ccccc3)CC1)OCC(=O)N2	-2%
COc1cc(NC(=O)c2ccc(C)c([N+](=O)[O-])c2)ccc1NC(=O)c1ccco1	-4%
O=c1c2ccccc2nc2sc(Nc3cccc(Cl)c3)nn12	3%
C[C@@H]1CC[C@]2(C(=O)O)CC[C@]3(C)C(=CCC4[C@@]5(C)C[C@@H](O)[C@H](O)[C@@](C)(CO)C5[C@H](O)C[C@]43C)C2[C@H]1C (stereo partly specified)	7%
Nc1ncnc2c1C(c1ccccc1)c1c(ccc3ccccc13)O2 (stereo unspecified)	-6%
CC1(C)CC[C@@]2(C(=O)O)C(C1)C1=CCC3[C@@]4(C)CC[C@H](O)C(C)(C)C4CC[C@@]3(C)[C@]1(C)C[C@H]2O (stereo partly specified)	-6%
COc1ccccc1NC(=O)CCNS(=O)(=O)c1ccc2c(c1)CCCC(=O)N2	16%
Cc1ccc2oc(=O)c3cc(C(=O)N4CCN(C(=O)c5ccco5)CC4)sc3c2c1	-4%
CC1(C)C(=O)CC[C@@]2(C)[C@H]1CC[C@@]1(C)CC3=C(CC[C@@H]12)[C@@]1(C)CCC(=O)C(C)(C)[C@@H]1CC3	-6%
Cc1ccc(CNC(=O)/C(C#N)=C\c2ccc(N(C)C)cc2)cc1	-15%
CCOC(=O)Cn1c(=O)n(CC2CCCO2)c2nc(-c3c(F)cccc3Cl)nc(C(N)=O)c21 (stereo unspecified)	1%
COc1ccc(NC(=O)CN2C(=O)CC(c3ccco3)Sc3ccccc32)cc1OC (stereo unspecified)	-2%
CCn1ncc(Cl)c1C(=O)Nc1ccc2c(c1)CCC2	-21%
CCC(C)c1cc([N+](=O)[O-])cc([N+](=O)[O-])c1OC(=O)OC(C)C (stereo unspecified)	18%
O=C1CCc2cc(S(=O)(=O)NC(Cc3ccccc3)C(=O)NC3CCCCC3)ccc2N1 (stereo unspecified)	0%
C[C@H]1O[C@@H](n2cnc3c(N)ncnc32)C[C@@H]1OP(=O)(O)OP(=O)(O)OP(=O)(O)O	11%
CC(=O)O[C@]1(C(C)=O)CCC2C3CCC4=CC(=O)CCC4(C)C3(F)C(O)CC21C (stereo partly specified)	-14%
CC1C/C=C/C=C/C=C/C=C/C(O[C@@H]2O[C@H](C)[C@@H](O)[C@H](N)[C@@H]2O)CC2OC(O)(CC(O)CC3OC3/C=C/C(=O)O1)CC(O)C2C(=O)O (stereo partly specified)	-6%
CCOC(=O)c1ccc(NC2=CC(c3ccc(Br)cc3)N(c3ccc(C(=O)OCC)cc3)C2=O)cc1 (stereo unspecified)	-14%
c1cc2c(cc1OCCNC1CCCC1)CCC2	-16%
Cc1nn(-c2ccccc2)c(C)c1/C=N/N1CCN(Cc2ccccc2)CC1	-8%
Cc1ccc2c(c1)C(=O)[C@]1(O)CCN(c3ccccc3)C1=N2	?
Cn1c(=O)c2c(nc(N3CCN(Cc4ccccc4)CC3)n2CCSc2ncccn2)n(C)c1=O	-2%
CN(C)CCCNc1c2c(c(C#N)c3nc4ccccc4n13)CCC2	0%
c1ccc2c(c1)nnn1c3ccccc3nc21	4%
O=C(CC(Sc1ccc(Br)cc1)C(=O)O)c1ccc(Br)cc1 (stereo unspecified)	-6%
CCCCCCCCCCCCCCCC(=O)OC[C@H](O)[C@H]1OC[C@@H](O)[C@@H]1O	-6%
Cc1ccc(Nc2ncnc3c2cnn3-c2ccccc2)c(C)c1	-9%
O=c1c2c3c(sc2n2cnnc2n1C1CCCCC1)CCC3	-3%

A few values from the list.
GCN5L2 inh, O=C(CC(Sc1ccc(Br)cc1)C(=O)O)c1ccc(Br)cc1 (stereo unspecified) stands at -6%
GCN5L2 inh, O=c1c2c3c(sc2n2cnnc2n1C1CCCCC1)CCC3 stands at -3%
